# High-throughput results from PubChem.
# TRPV1 agonist – HTS Assay for Compounds that Act as Agonists of the Vanilloid Receptor 1; activation, % at 8.33 µM; hit rate 0.19% among 320,000; TRPV1-expressing cells, Fluo-8 calcium influx, agonist mode; Transient receptor potential cation channel subfamily V member 1 (Homo sapiens), Q8NER1; in the data active means activation above about 80%; inconclusive means between about 30% and that limit; further: 0% is about no effect
#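 Fluo-8 calcium influx in TRPV1-expressing cells, kinetic read (ex 480/em 520 nm). Compound added and read 3 min for agonist activity, followed by capsaicin at EC20 final and 2 min further read for enhancement.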
# hERG WT inh – qHTS for Inhibitors of KCHN2 3.1: Wildtype qHTS; Voltage-gated inwardly rectifying potassium channel KCNH2 (Homo sapiens), Q12809; U2OS, BacMam KCNH2, thallium flux FluxOr; hits give low values; activity change, % at 1.84 µM; hit rate 0.37% among 340,000; AID 720551, 2013;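 active means maximum activity change below -70%; inconclusive means maximum activity change between -70% and -50%; inactive means maximum activity change above -50%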; further: on the % scale 0 is the no-effect control and ±100 the full control effect
# Target sequence (Q12809 whole entry, looked up): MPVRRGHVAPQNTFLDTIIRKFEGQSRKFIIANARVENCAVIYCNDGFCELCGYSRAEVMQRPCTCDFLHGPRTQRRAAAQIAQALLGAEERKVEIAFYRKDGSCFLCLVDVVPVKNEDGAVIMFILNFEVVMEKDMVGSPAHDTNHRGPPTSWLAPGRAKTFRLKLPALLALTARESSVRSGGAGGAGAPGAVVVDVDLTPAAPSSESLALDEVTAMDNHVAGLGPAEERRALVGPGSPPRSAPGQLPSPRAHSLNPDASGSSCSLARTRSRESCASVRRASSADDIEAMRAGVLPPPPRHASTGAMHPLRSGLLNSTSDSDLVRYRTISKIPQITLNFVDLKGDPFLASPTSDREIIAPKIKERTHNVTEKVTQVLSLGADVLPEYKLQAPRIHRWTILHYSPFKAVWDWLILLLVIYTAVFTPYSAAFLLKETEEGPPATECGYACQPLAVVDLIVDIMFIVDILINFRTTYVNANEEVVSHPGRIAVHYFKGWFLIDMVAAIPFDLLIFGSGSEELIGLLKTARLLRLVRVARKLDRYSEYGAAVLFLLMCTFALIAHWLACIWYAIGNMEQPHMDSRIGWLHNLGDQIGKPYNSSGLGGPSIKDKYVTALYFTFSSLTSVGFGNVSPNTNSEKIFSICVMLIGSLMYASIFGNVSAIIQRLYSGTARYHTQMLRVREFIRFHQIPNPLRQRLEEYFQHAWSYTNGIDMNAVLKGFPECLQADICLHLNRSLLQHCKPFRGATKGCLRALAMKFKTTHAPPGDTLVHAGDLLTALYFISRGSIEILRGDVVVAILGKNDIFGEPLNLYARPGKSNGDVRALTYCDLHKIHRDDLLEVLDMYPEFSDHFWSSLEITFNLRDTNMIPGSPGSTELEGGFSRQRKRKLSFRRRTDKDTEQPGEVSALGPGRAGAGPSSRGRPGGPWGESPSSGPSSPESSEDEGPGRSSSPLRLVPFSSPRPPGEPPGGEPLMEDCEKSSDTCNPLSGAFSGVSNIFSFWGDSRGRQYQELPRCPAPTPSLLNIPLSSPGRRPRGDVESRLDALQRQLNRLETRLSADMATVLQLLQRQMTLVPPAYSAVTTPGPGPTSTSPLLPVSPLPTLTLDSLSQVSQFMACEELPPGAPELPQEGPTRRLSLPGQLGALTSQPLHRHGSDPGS
#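 U2OS cells were transduced with wild-type KCNH2 virus (2.03 x 10^8 / mL) for 4 h at room temperature, then cultured overnight at 37 C. Thallium flux was read with FluxOr dye. Rate constants were normalized to DMSO controls.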
# PKM2 act – qHTS Assay for Activators of Human Muscle isoform 2 Pyruvate Kinase. Pyruvate kinase PKM (Homo sapiens), P14618. purified PKM2, Kinase-Glo ATP luminescence, activation; response scale: 0% is enzyme alone, no compound. Potency, µM (titrated, usually from 57.5 µM), for the others: at the top dose activation, most hits filed as activators. hit rate 0.34% among 260,000. AID 1631, 2009; further: potency means the concentration at half of the fitted maximal effect; on the % scale 0 is the no-effect control and ±100 the full control effect; nearly all actives have a fitted effect of over 55% in size
#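 hPK-M2, >95% pure; 0.1 mM ADP / 0.5 mM PEP final; imidazole pH7.2 buffer w/ 7 mM MgCl2, 50 mM KCl; 1 h RT; Kinase-Glo lum. Intermediate enzyme activity for dual inhibitor/activator qHTS.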
# FBPA coupling cs – qHTS Assay for Inhibitors of Fructose-1,6-bisphosphate Aldolase from Giardia Lamblia: Coupling assay counterscreen; hit rate 0.67% among 290,000; coupling enzyme system counterscreen, AmpLite Red fluorescence; activity change, negative = inhibition, % at 58.2 µM, hits read low; in the data active means activity change below about -30%; further: on the % scale 0 is the no-effect control and ±100 the full control effect
#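 Counterscreen of the coupled detection system alone, without aldolase: glyceraldehyde-3-phosphate coupling enzymes plus AmpLite Red readout. Compounds at 57.5 uM final, 10 min RT preincubation, 20 min RT reaction, fluorescence 525/598 nm.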
# Giardia kill – Small Molecules that selectively kill Giardia lamblia: qHTS | Giardia lamblia trophozoite viability | activity change, % at 7.66 µM, hits read low | hit rate 0.15% among 340,000 | AID 540267, 2011; in the data active means activity change below about -80%; inconclusive means between about -30% and that limit;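 further: parasites exposed to compound for two days anaerobically before the ATP read; on the % scale 0 is the no-effect control and ±100 the full control effect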
#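 Luminescent ATP signal served as the viability read-out, measured 15-30 min after adding ATP detection reagent to trophozoites that had been incubated with compounds for 48 hrs at 37 deg C anaerobically at 100 cells/well.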
# USP2a block – qHTS Assay for Inhibitors of Ubiquitin-specific Protease USP2a Using CHOP2 as the Reporter; USP2 core, Ub-CHOP2 coupled fluorogenic reporter, 485/531; Potency, µM (series often up to 38.3 µM), for inactives: at the top dose activity change, negative = inhibition, usual class: inhibitors; hit rate 0.01% among 330,000; AID 463254, 2010;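 further: potency means the concentration at half of the fitted maximal effect; plate controls were DMSO wells for no effect and full inhibition by NEM control for full effect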
#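 Cell-free coupled assay: 10nM USP2 core preincubated 30min RT with compound in Tris-HCl pH 8.0/CaCl2/CHAPS buffer, then 25nM Ub-CHOP2 and 25nM reporter substrate; fluorescence (Ex 485/Em 531) read after 60min RT, normalized to NEM inhibition, concentration-response curves fitted.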
# GALK inhibitor – qHTS Assay for Inhibitors of Human Galactokinase (GALK); hit rate 0.007% among 270,000; P51570; AID 1868, 2009; Potency, µM (highest dose often 57.5 µM), for inactives: top-dose activity change, negative = inhibition, most hits filed as inhibitors; Purified GALK, Kinase-Glo residual ATP luminescence; further: potency means the concentration at half of the fitted maximal effect; on the % scale 0 is the no-effect control and ±100 the full control effect
#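 The enzyme phosphorylates galactose (100 uM) using ATP (35 uM); inhibition is detected as higher residual ATP, quantified by bioluminescence after 1 h reaction at room temperature, pH 8.0.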
# CXXC DNA block – qHTS Fluorescence Polarization Assay for Inhibitors of MLL CXXC domain - DNA interaction; MLL-CXXC / FITC-HOXA9 DNA fluorescence polarization; Potency, µM (titrated, usually from 115 µM), for inactives: top-dose activity change, negative = inhibition, actives largely listed as inhibitors; hit rate 0.037% among 290,000; active means well fitted inhibition curve with a large enough effect in the polarisation, with a control signal flat, not every such curve was filed as active; inconclusive means small, poorly fitted or top-dose-only effect, or effect the other way, or a change in a side signal; inactive means no such curve, though single readings can be large or run the other way; the % refers to the polarisation; further: potency means the concentration at half of the fitted maximal effect
#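 Steps: dispense CXXC domain solution (7 uM) → pin compounds or unlabeled HOX-A9 DNA control → 5 min ambient → add FLSN-HOX-A9 solution (50 nM) → spin → 30 min ambient → fluorescence polarization. Tris pH 7.5/NaCl/DTT/BSA buffer.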
# Menin MLL FP TR – qHTS Assay for Inhibitors Targeting the Menin-MLL Interaction in MLL Related Leukemias: Competition With Texas Red Labeled MLL-derived Mutant Peptide; O00255; Menin + Texas Red MLL mutant peptide, fluorescence polarization; Potency, µM (top dose mostly 61.6 µM), without a hit: top-dose FP activity change, negative = inhibition, actives largely listed as inhibitors; hit rate 0.23% among 270,000; AID 1768, 2009; active means well fitted inhibition curve with a large enough effect in the polarisation, with a control signal flat, not every such curve was filed as active; inconclusive means small, poorly fitted or top-dose-only effect, or effect the other way, or a change in a side signal; inactive means no such curve, though single readings can be large or run the other way; the % refers to the polarisation; further: potency means the concentration at half of the fitted maximal effect; % of control where 0% means no effect; many of its hits are not listed in these tables
# KCNH2 3.1 inh – qHTS for Inhibitors of KCHN2 3.1: Mutant qHTS; Potassium voltage-gated channel subfamily H member 2, brain isoform KCNH2 3.1 (human); U2OS KCNH2 3.1, thallium flux FluxOr; hits give low values; activity change, % (tested at about 1.8 µM); hit rate 0.95% among 340,000; AID 720553, 2013;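 active means maximum activity change below -70%; inconclusive means maximum activity change from -70% to -50%; inactive means maximum activity change above -50%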;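 further: thallium influx rate constant from kinetic fluorescence after stimulation buffer; on the % scale 0 is the no-effect control and ±100 the full control effect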
#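 Measured as rate of thallium-driven FluxOr signal in transduced U2OS cells carrying the 3.1 channel, read kinetically for 2 min upon stimulation; values are rate constants scaled to DMSO control wells.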
# B2AR arrestin – qHTS assay of beta-arrestin-biased ligands of beta2-adrenergic receptor. Beta-2 adrenergic receptor (Homo sapiens), P07550. beta-arrestin recruitment to beta2AR, cell-based reporter. Potency, µM (series often up to 46.1 µM), without a hit: top-dose activation, hits mostly activators. hit rate 0.02% among 330,000. AID 492947, 2010;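 further: potency means the concentration at half of the fitted maximal effect; 0% = DMSO controls and full agonism = EC100 isoproterenol or metaproterenol; nearly all actives have a fitted effect of over 65% in size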
# The depositor's hits bear a star; u = inconclusive; x = not tested or not shown; [ ] = remark or other dose. Unless noted, the call rests on the fitted dose curve; in most records, active means well fitted curve in the direction sought with a large enough effect; inconclusive means small, poorly fitted or top-dose-only effect, or another doubt; inactive means no such curve, though single readings can be large; an effect the other way counts as inactive or inconclusive.
SMILES,TRPV1 agonist,hERG WT inh,PKM2 act,FBPA coupling cs,Giardia kill,USP2a block,GALK inhibitor,CXXC DNA block,Menin MLL FP TR,KCNH2 3.1 inh,B2AR arrestin
Cc1csc(SC(C)C(=O)Nc2ccc3c(c2)OCCO3)n1 (stereo not given),2,-20,0%,-2,4,2%,-1%,9%,1%,1,-0.3%
CN(CCCNC(=O)COc1cc(=O)n(C)c2ccccc12)Cc1ccccc1,-1,4,0%,2,1,1%,0%,5%,-7%,1,-1.0%
CN1/C(=C\C(=O)C[n+]2cccc(C(N)=O)c2)C(C)(C)c2ccccc21,4,-2,x,-4,-11,-5%,10%,-1%,-5%,4,0.2%
CC(C)CCN1CCN(Cc2nc3c(s2)CCCC3)CC1CCO (stereo not given),3,-3,-2%,2,12,3%,-1%,1%,-20%,15,-0.6%
O=C(Nc1cccc(F)c1)N1CC=C(n2c(=O)[nH]c3ccccc32)CC1,-2,7,-2%,-10,-9,5%,2%,-1%,-26%,5,-0.2%
CCOC(=O)[C@H]1[C@H]2COc3ccccc3[C@@H]2N2C(=O)c3ccc(C)cc3NC(=O)[C@@]12C,93*,0,x,x,-6,0%,x,x,x,30,-0.7%
Nc1ncnc2c1ncn2[C@@H]1O[C@H](CNCc2ccccc2OCc2ccc(Cl)cc2Cl)[C@@H](O)[C@H]1O,x,4,x,x,17,1%,x,x,x,5,0.2%
COc1ccc(OC)c(CNC(=O)C2CCN(S(C)(=O)=O)CC2)c1,-2,4,-25%,1,9,-1%,2%,-3%,-7%,-9,-0.1%
COc1ccc2nc(SCC(N)=O)cc(C)c2c1,2,-2,1%,-3,2,-5%,-2%,4%,-9%,33,-0.6%
CCCNS(=O)(=O)c1ccc(-n2cnnn2)c(OC)c1,-2,2,-2%,-5,3,2%,-1%,-10%,7%,13,-0.2%
COc1ccc(-n2c3c(cc(C(=O)NNc4ccccc4)c2=O)C(=O)CC(C)(C)C3)cc1,-4,-3,13%,1,2,-2%,6%,-1%,-16%,-18,-0.1%
COc1cccc(C2CC(c3cccc(NS(C)(=O)=O)c3)=NN2C(=O)c2ccccc2)c1OC (stereo not given),2,-8,8%,1,10,1%,3%,-11%,4%,-3,0.2%
Cc1ccc(-c2ccc(C(=O)NCc3ccccc3)o2)c2ccccc12,u,-16,1%,2,-1,0%,x,16%,4%,0,0.0%
CCC(C(=O)NCc1cccc(C)c1)n1nc(C)c2c(C)n(-c3ccccc3)nc2c1=O (stereo not given),2,23,x,x,9,2%,-6%,-2%,x,-5,-0.6%
Cc1cc2c(=O)n(Cc3ccco3)c(SCC(=O)N3CCCc4ccccc43)nc2s1,u,-4,10%,-2,9,4%,0%,13%,u,-31,0.0%
CCCCC1CCC(C(=O)NC2CCS(=O)(=O)C2)CC1 (stereo not given),u,-5,4%,0,10,3%,-1%,12%,22%,14,-0.2%
COC(=O)c1ccccc1NC(=O)CSc1ccc(C)cc1,15,1,4%,-4,-19,2%,0%,-2%,-22%,-5,-0.1%
CCCc1[nH]n(-c2ccc(F)cc2)c(=O)c1C=NCC1CCCO1 (stereo not given),12,-9,-5%,4,-29,4%,-1%,3%,7%,7,0.3%
O=C(O)c1cnn(-c2nc(-c3cccc([N+](=O)[O-])c3)cs2)c1C(F)(F)F,-4,-3,x,14,-20,0%,-2%,-7%,u,3,-0.7%
CCOc1ccc(/C=N/NC(=O)c2cc3c(OC)cc(OC)c(OC)c3[nH]2)cc1,18,-6,x,-2,16,-9%,2%,u,u,21,-0.6%
COc1ccc(OC)c(NC(=O)NC2CCCc3ccccc32)c1 (stereo not given),2,3,-4%,-2,-5,0%,1%,20%,29%,-26,-0.9%
C=CCNC(=O)NC(=O)Cn1c(=O)c2c(ncn2CC)n(Cc2ccccc2)c1=O,1,0,x,1,12,2%,-1%,8%,u,-7,-0.9%
CCOC(=O)C1CCN(S(=O)(=O)c2ccc3c4c(cccc24)C(=O)N3CC)CC1,x,7,x,x,-4,2%,x,x,x,-42,0.3%
Cc1nnc(NC(=O)CSc2nnnn2Cc2ccccc2)s1,1,7,2%,3,7,2%,0%,-2%,0%,x,-0.3%
CCOC(=O)Cc1csc(NC(=O)c2ccc(Cl)s2)n1,-2,-10,x,-1,-6,-7%,-2%,21%,33%[activator],-6,0.3%
CCOC(=O)C1=C(CN2CCc3ccccc32)NC(=O)NC1c1ccc(Cl)cc1 (stereo not given),9,19,-10%,-4,12,-5%,0%,-2%,-15%,-4,-0.3%
CN(Cc1c(F)cccc1Cl)C(=O)c1ccc(NC(=O)CC2SC(N3CCCCC3)=NC2=O)cc1 (stereo not given),x,0,x,x,4,-1%,x,x,x,17,-0.2%
CC(=NC(C)C)C1=C(O)C(C)OC1=O (stereo not given),-3,6,-1%,4,8,-2%,1%,0%,0%,1,-1.4%
Nc1nc(Nc2cccc(F)c2)nc(NCCO)c1[N+](=O)[O-],x,-4,-8%,2,-4,1%,-1%,-6%,x,14,-1.4%
CN(Cc1ccccc1)C(=O)CCS(=O)(=O)c1ccc2c(c1)oc(=O)n2C,8,-8,x,x,13,4%,-4%,2%,x,23,0.2%
Cc1coc2cc3oc(=O)c(CCC(=O)NCC(=O)O)c(C)c3cc12,2,x,x,0,0,0%,x,7%,2%,-1,0.3%
COc1ccc2[nH]c3c(c2c1)CCN1C(=O)C(CC(=O)NCCCN(C)C)C[C@H](C(=O)N2CCCCC2)[C@@]31C (stereo not given in full),x,14,x,x,29,2%,x,x,x,1,-0.6%
COc1cc(-n2c(N)c(C(=O)NCc3ccco3)c3nc4ccccc4nc32)cc(OC)c1OC,1,-27,0%,-1,4,-1%,x,-1%,0%,1,4.8%
COc1ccc(N(C)S(=O)(=O)c2ccc3c(c2)CC(C)N3C(=O)C2CC2)c(OC)c1 (stereo not given),15,-5,x,-5,17,1%,0%,8%,-2%,2,0.2%
CCN(CCCNS(=O)(=O)c1ccc2c(c1)CCN2C(C)=O)c1cccc(C)c1,x,2,4%,6,-15,-5%,0%,1%,-14%[11.7 µM],-10,0.5%
Cc1cccn2c(=O)c3cc(C(=O)NC4CCCC4)c(=N)n(CCc4ccccc4)c3nc12,-1,-12,x,3,13,-5%,-3%,10%,x,-35,-0.8%
Oc1ccccc1CN1CCCC(N2CCc3ccccc3C2)C1 (stereo not given),-2,41,-2%,-3,-14,4%,3%,-4%,-14%,23,-0.4%
CCCC(=O)n1nc(-c2ccc(Cl)cc2)nc1SC,-1,10,-5%,2,-1,4%,-1%,133%[activator],-5%,-2,0.4%
O=C(CSc1nnc(N2CCCC2)n1-c1ccccc1Cl)N1CCN(c2ccccn2)CC1,1,3,x,x,-9,3%,x,x,x,-16,-0.9%
O=C(c1ccccc1F)N1CCC(O)(c2cccnc2)CC1,1,-2,u,-2,u,4%,0%,10%,-2%,u,-0.3%
CCC(=O)OCCNc1cc(Sc2nc3ccccc3s2)c2nonc2c1[N+](=O)[O-],2,-19,u,-13,4,-2%,-1%,32%[activator],2%,-5,0.1%
Cc1cc2ccccc2nc1SCC(=O)NC1CCCC1,23,0,-1%,16,-23,1%,-2%,-1%,-16%,2,0.0%
Cc1ccc(S(=O)(=O)N2CCN(C(=O)CCc3c[nH]c4ccccc34)CC2)c(C)c1,4,9,x,x,9,4%,x,x,x,-19,0.5%
O=C(CNC(=O)c1ccc(Br)cc1)NC1CC1,0,13,x,x,16,2%,x,x,x,-17,-0.3%

# Not all compounds are listed; rates above refer to the full screens.
